Compound activity as filed in PubChem.
FBPA Giardia inh = blocks Giardia fructose-bisphosphate aldolase activity; purified Giardia FBPA; Potency, µM (doses to about 59.6 µM), without a hit: at the highest dose activity, negative = inhibition, most hits filed as inhibitors; 0.71% of 290,000 active; also: potency is read from the fitted curve at half-maximal effect; nearly all actives have a fitted effect of over 55% in size
Target sequence (A8B2U2 whole entry, looked up): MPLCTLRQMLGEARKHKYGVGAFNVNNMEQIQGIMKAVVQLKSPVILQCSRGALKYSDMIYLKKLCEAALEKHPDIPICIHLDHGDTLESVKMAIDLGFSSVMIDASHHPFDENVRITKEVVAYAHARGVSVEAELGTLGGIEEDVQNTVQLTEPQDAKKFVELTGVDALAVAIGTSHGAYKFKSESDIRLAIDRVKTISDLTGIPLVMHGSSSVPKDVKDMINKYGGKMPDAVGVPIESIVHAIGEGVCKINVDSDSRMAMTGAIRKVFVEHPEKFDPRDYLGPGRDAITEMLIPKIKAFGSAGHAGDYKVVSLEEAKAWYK
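40 nM FBPA preincubated 10 min at RT with compound (up to 57.5 uM final), then substrate plus GAPDH/TPI/NAD/arsenate coupling and diaphorase/resazurin added. Fluorescence read after 20 min at RT, 525/598 nm.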
AmpC detergent = AmpC beta-lactamase inhibition with detergent present; 0.041% of 370,000 active; P00811; AmpC hydrolysis of nitrocefin, absorbance 480 nm, 0.01% Triton; Potency, µM (top dose mostly 114 µM), for inactives: at the top dose activity change, negative = inhibition, hits mostly inhibitors; AID 485294;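 also: potency is read from the fitted curve at half-maximal effect; 0% = no-compound wells and -100% = no-enzyme wells; nearly all actives have a fitted effect of over 25% in size; some results filed as inactive show a strong effect at the top dose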
Target sequence (P00811 whole entry, looked up): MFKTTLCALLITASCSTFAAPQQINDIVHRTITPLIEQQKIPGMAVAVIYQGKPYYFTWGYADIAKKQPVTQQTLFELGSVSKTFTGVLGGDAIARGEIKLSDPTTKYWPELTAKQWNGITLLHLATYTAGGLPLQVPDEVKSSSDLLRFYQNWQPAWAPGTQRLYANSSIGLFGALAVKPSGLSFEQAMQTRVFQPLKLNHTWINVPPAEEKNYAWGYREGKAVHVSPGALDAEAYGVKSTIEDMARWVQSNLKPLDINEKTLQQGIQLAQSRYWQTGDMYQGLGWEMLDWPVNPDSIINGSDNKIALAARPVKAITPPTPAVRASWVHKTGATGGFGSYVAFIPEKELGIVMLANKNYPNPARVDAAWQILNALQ
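AmpC (5.3 nM in the dispensed reagent) in 20 mM phosphate pH 7.0 with 0.01% (detergent screen) or 0.0001% Triton X-100 was preincubated with compounds for 15 min at room temperature. Nitrocefin was then added from an 800 uM solution, and hydrolysis was followed at 480 nm.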
AmpC no deterg = blocks E. coli AmpC beta-lactamase in detergent-free assay | 0.52% of 330,000 active | AmpC nitrocefin hydrolysis, absorbance 480 nm, 0.0001% Triton | AID 485341 | Potency, µM (highest dose often 57.1 µM), inactives show at the highest dose activity change, negative = inhibition, usual class: inhibitors;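 also: potency is read from the fitted curve at half-maximal effect; plate controls were no compound for no effect and no enzyme for full effect; nearly all actives have a fitted effect of over 20% in size; some results filed as inactive show a strong effect at the top dose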
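20 mM phosphate pH 7.0 + 0.01% (detergent screen) or 0.0001% Triton X-100; 5.3 nM AmpC reagent; cpd preinc 15 min RT; nitrocefin (800 uM stock) to start; A480 q20 s × 4 min; Activity was normalised to no-enzyme and no-compound control wells.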
HCMV inh = blocks human cytomegalovirus replication. HFF cells, HCMV-luciferase reporter, 72 h; hits give low values. activity change, negative = inhibition, % at 57.5 µM. 4.5% of 410,000 active. AID 1259415; in the data active = activity change below about -60%; inconclusive = no clear call, values can overlap the other calls; inactive = above about -39%
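Compounds were evaluated in HFFs infected with an HCMV luciferase reporter virus (MOI 1 PFU/cell). Luciferase in lysates collected 72 h post infection served as the replication measure.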
AMA1 RON2 block = AMA1-RON2 (P. falciparum) interaction inhibition | AID 720542 | Potency, µM (series often up to 58.2 µM), for the others: top-dose activity change, negative = inhibition, hits mostly inhibitors | AlphaScreen AMA1-biotinylated RON2 peptide binding | 0.2% of 360,000 active;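 also: potency is read from the fitted curve at half-maximal effect; 0% = vehicle wells and -100% = peptide control; nearly all actives have a fitted effect of over 45% in size; some results filed as inactive show a strong effect at the top dose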
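AMA1 (3D7) with his tag at 25 nM final met compounds first, then biotinylated RON2 peptide at 25 nM; detection used donor plus acceptor beads, 10 µg/mL apiece, read by AlphaScreen after 30 min at room temperature.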
Sm TGR inh = blocks Schistosoma mansoni thioredoxin glutathione reductase; Q962Y6; purified TGR, DTNB reduction, TNB absorbance 405 nm; Potency, µM (doses to about 114 µM), for the others: at the highest dose activity change, negative = inhibition, actives largely listed as inhibitors; 3% of 360,000 active; also: potency is read from the fitted curve at half-maximal effect; nearly all actives have a fitted effect of over 60% in size
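TGR 20 nM + NADPH 100 uM (dispensed conc.), cpd preinc 15 min RT; start with NADPH (500 uM addition) then DTNB (15 mM addition). Kinetic TNB absorbance, 405 nm filter. Four-parameter Hill fit across titration.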
An asterisk follows results filed as active; ? = inconclusive; nt = not tested or not shown; [ ] = another dose, or the depositor's remark. Unless noted, calls follow the shape of the dose curve; as a rule, active = well fitted curve in the direction sought with a large enough effect; inconclusive = small, poorly fitted or top-dose-only effect, or another doubt; inactive = no such curve, though single readings can be large; an effect the other way counts as inactive or inconclusive. Unless noted, % is scaled to controls: 0 for no effect and ±100 for the full control effect.

SMILES	FBPA Giardia inh	AmpC detergent	AmpC no deterg	HCMV inh	AMA1 RON2 block	Sm TGR inh
COC(=O)C(Cc1ccccc1)NC(=O)CC(C)CC(=O)Nc1ccc(OC)cc1OC (centres undefined)	8%	-10%	54%	64	-4%	-11%
Cc1sc2ncnc(N3CCCCC3)c2c1C	5%	-6%	2%	?	1%	-9%
Cc1nc2ccccc2n1CC(=O)NCc1ccccc1	0%	0%	-8%	-79*	6%	?
CCOc1cc(/C=C/C(=O)O)ccc1OCc1ccccc1	?	7%	-16%	-15	-7%	9%
O=C(Nc1ccccc1)NC1(C(=O)NCc2ccco2)CCCCC1	7%	9%	-27%	-13	-10%	-2%
O=C(NCC1CCCO1)c1cccnc1Nc1ccccc1F (centres undefined)	-4%	-10%	-3%	-26	11%	-5%
N#C/C(=C\Nc1ccccc1SC(F)(F)F)c1nc(-c2ccccc2)cs1	-4%	3%	-26%	-6	-2%	-1%
CCCc1cc(=O)[nH]c(SCC(=O)c2cc(C)n(CCOC)c2C)n1	-1%	?	-8%	48	-2%	1%
Cc1cc(C)nc(N(C#N)Cc2ccc(Cl)cc2)n1	3%	9%	-1%	-62*	9%	59%[activator]
Cc1nc2c(ccc3c([N+](=O)[O-])cccc32)c(C)c1C	-5%	-1%	-22%	-24	0%	0%
CC1CCN(C(=O)CSc2nnc(CNC(=O)c3ccc(S(=O)(=O)N(C)C)cc3)o2)CC1	-14%	-3%	4%	-11	3%	1%
CNC(=O)c1ncoc1-c1ccc(Cl)cc1	1%	0%	-11%	-11	7%	1%
C/C(=N\NS(=O)(=O)c1ccccc1)c1ccc2c(c1)OCCO2	3%	?	-28%	-33	14%	-13%
COc1ccc(CCNC(=O)COc2cccc3c2OC(C)(C)C3)cc1OC	nt	-20%	42%	-9	2%	-1%
COc1ccc(-c2nnn(CC(=O)N3CCN(c4ccccc4OC)CC3)n2)cc1	-1%	?	144%[activator]	-2	-1%	-8%
COc1ccc(C)cc1S(=O)(=O)Nc1cccc(Cl)c1Cl	4%	-10%	-36%	-5	3%	-11%
COc1ccccc1C(C(=O)NCc1ccc(F)cc1)N(C(=O)c1csnn1)C1CC1 (centres undefined)	10%	-5%	4%	-9	12%	2%
CCOc1ccc(S(=O)(=O)Nc2ccccc2SC)c2cccnc12	-6%	-11%	12%	-10	8%	-11%
O=C(Nc1cccc(-c2ccccc2)c1)N1CCN(C(=O)Nc2cccc(-c3ccccc3)c2)CC1	8%	-6%	-10%	-12	0%	-8%
COc1ccccc1NC(=O)c1ccc(NC2=NC3CS(=O)(=O)CC3S2)cc1 (centres undefined)	-14%	-13%	-15%	4	10%	-7%

Ordered by molar mass (largest number first): 16 of the compounds above.
SMILES	FBPA Giardia inh	AmpC detergent	AmpC no deterg	HCMV inh	AMA1 RON2 block	Sm TGR inh
CC1CCN(C(=O)CSc2nnc(CNC(=O)c3ccc(S(=O)(=O)N(C)C)cc3)o2)CC1	-14%	-3%	4%	-11	3%	1%
O=C(Nc1cccc(-c2ccccc2)c1)N1CCN(C(=O)Nc2cccc(-c3ccccc3)c2)CC1	8%	-6%	-10%	-12	0%	-8%
COc1ccccc1C(C(=O)NCc1ccc(F)cc1)N(C(=O)c1csnn1)C1CC1 (centres undefined)	10%	-5%	4%	-9	12%	2%
COc1ccccc1NC(=O)c1ccc(NC2=NC3CS(=O)(=O)CC3S2)cc1 (centres undefined)	-14%	-13%	-15%	4	10%	-7%
COc1ccc(-c2nnn(CC(=O)N3CCN(c4ccccc4OC)CC3)n2)cc1	-1%	?	144%[activator]	-2	-1%	-8%
CCOc1ccc(S(=O)(=O)Nc2ccccc2SC)c2cccnc12	-6%	-11%	12%	-10	8%	-11%
CCCc1cc(=O)[nH]c(SCC(=O)c2cc(C)n(CCOC)c2C)n1	-1%	?	-8%	48	-2%	1%
COc1ccc(C)cc1S(=O)(=O)Nc1cccc(Cl)c1Cl	4%	-10%	-36%	-5	3%	-11%
O=C(Nc1ccccc1)NC1(C(=O)NCc2ccco2)CCCCC1	7%	9%	-27%	-13	-10%	-2%
O=C(NCC1CCCO1)c1cccnc1Nc1ccccc1F (centres undefined)	-4%	-10%	-3%	-26	11%	-5%
CCOc1cc(/C=C/C(=O)O)ccc1OCc1ccccc1	?	7%	-16%	-15	-7%	9%
Cc1nc2ccccc2n1CC(=O)NCc1ccccc1	0%	0%	-8%	-79*	6%	?
Cc1cc(C)nc(N(C#N)Cc2ccc(Cl)cc2)n1	3%	9%	-1%	-62*	9%	59%[activator]
Cc1nc2c(ccc3c([N+](=O)[O-])cccc32)c(C)c1C	-5%	-1%	-22%	-24	0%	0%
Cc1sc2ncnc(N3CCCCC3)c2c1C	5%	-6%	2%	?	1%	-9%
CNC(=O)c1ncoc1-c1ccc(Cl)cc1	1%	0%	-11%	-11	7%	1%

The listing continues:
SMILES	FBPA Giardia inh	AmpC detergent	AmpC no deterg	HCMV inh	AMA1 RON2 block	Sm TGR inh
Cc1cc(C)n(-c2cc(N3CCOCC3)ncn2)n1	-2%	-3%	-32%	63	76%[activator]	-1%
O=C(C[C@@H]1C/C=C\C[C@@H](Cc2ccc(F)cc2)C(=O)OCCNC1=O)NCCO	nt	nt	7%	7	1%	nt
CCCc1nc2sc3c(c2c(=O)n1NC(=O)CCC(=O)O)CCCC3	12%	-2%	-27%	-5	-9%	2%
CCOc1cc(C(=O)OCC(=O)Nc2ccc(SC(F)F)cc2)cc(OCC)c1OCC	-5%	10%	-51%	-33	8%	2%
Cc1cccc(NC(=O)COC(=O)c2cc(C)n(C3CC3)c2C)c1	nt	-1%	15%	-4	-1%	-30%
N#Cc1c(-c2ccccc2)cc(C2CC2)nc1N	2%	1%	0%	-6	11%	7%
COc1ccc2cc(C(=O)NCc3ccccc3)c(=Nc3ccc(C(=O)O)cc3)oc2c1	1%	0%	-18%	?	5%	-1%
O=C(NCc1ccccc1F)C1CCCN1C(=O)Nc1ccc(F)cc1 (centres undefined)	2%	-11%	-7%	31	9%	-2%
CCOC(=O)c1ccc(NC(=O)COc2ccc(S(=O)(=O)NC(C)C)cc2)cc1	-1%	?	-17%	5	0%	3%
Cc1cccc(CSc2nnc([C@@H]3CCCN3C(=O)OC(C)(C)C)o2)c1	5%	2%	91%[activator]	18	-15%	11%
Cc1ccc(NC(=O)NC(=O)CN2CCCC2c2ccc3c(c2)OCCO3)cc1C (centres undefined)	nt	2%	10%	-29	-5%	-3%
COc1ccc(Cn2nnnc2C(c2cc3cc(C)ccc3[nH]c2=O)N2CCOCC2)cc1 (centres undefined)	6%	?	46%	-1	-9%	-27%
COCCN(C(=O)CNC(=O)c1cccs1)C(C(=O)NC1CCCC1)c1cccs1 (centres undefined)	15%	-1%	-11%	-13	-4%	3%
CN(C)Cc1c(C(C)(C)O)[nH]c2ccc(C(F)(F)F)cc12	nt	nt	-4%	-10	-3%	nt
COc1ccccc1NC(=O)CSc1nc2ccccc2cc1Cc1ccccc1	-8%	-9%	-30%	-35	0%	-11%
COc1ccc(-c2cc(N3C(=O)Nc4ccccc4N3O)n[nH]2)cc1OC	0%	-7%	8%	14	-11%	-7%
CCC(Cc1ccccc1)NS(=O)(=O)c1c(C)nc2sccn2c1=O (centres undefined)	-3%	-3%	-11%	24	0%	3%
Cc1ccc(C(=O)Nc2cccc(C(=O)O)c2)cc1S(=O)(=O)N1CCOCC1	-3%	-8%	-4%	72	5%	7%
CC1CCCCN1C(=O)Cn1c(SCC(=O)N(C)c2ccccc2)nc2ccccc21 (centres undefined)	nt	19%	nt	-24	nt	-1%
COc1cccc(/C=C2\SC(=O)N(CC(=O)NC3CCS(=O)(=O)C3)C2=O)c1 (centres undefined)	nt	-3%	40%	0	37%[activator]	2%
CCOc1ncccc1C(=O)OCC(=O)Nc1ccc2c(c1)CCC2	nt	nt	-1%	-25	10%	nt
O=C(Nc1ccccc1NC(=O)c1csnn1)c1csnn1	-28%	2%	-14%	19	119%[activator]	-3%
CC(C)CC(NC(=O)c1ccc(Cl)cc1)C(=O)OCC(=O)c1ccc2c(c1)NC(=O)CO2 (centres undefined)	-3%	-8%	-51%	-103*	6%	-24%
N#CC1=C(N)NC(SCC(=O)c2ccccc2)=C(C#N)C12CCCC2	-28%	0%	-30%	14	4%[2.32 µM]	-8%
CC1CCCCC1NCc1cccc([N+](=O)[O-])c1 (centres undefined)	-27%	1%	-29%	-13	-13%	nt
CC(C)(C)C(=O)Nc1nc(C2CCCN2S(=O)(=O)c2ccc(Cl)cc2)cs1 (centres undefined)	-4%	-12%	-7%	?	-3%	9%
Cn1c(O)c(C=NCCc2c[nH]c3ccccc23)c(=O)n(C)c1=O	-3%	?	-7%	-20	-7%	0%
CSc1ccccc1OCc1cc(C(=O)NCc2csc(C(C)C)n2)no1	nt	-3%	-43%	9	-11%	-11%
Cc1ccc(Cl)cc1N1CCN(C(=O)C2CCN(S(C)(=O)=O)CC2)CC1	2%	6%	147%[activator]	-64*	1%	-20%
CCOC(=O)C1(CCOc2ccccc2)CCN(Cc2ccc(O)c(OCC)c2)CC1	8%	-13%	34%	20	-7%	45µM*
Cc1ccccc1C(=O)NNC(=O)CSc1nc2ccccc2c(=O)[nH]1	-11%	4%	-15%	-26	153%[activator]	20%
COc1ccc(NC(=O)Cn2c3ccc(OC)cc3c3nc4n(c(=O)c32)CCS4)cc1	nt	2%	12%	-16	6%	3%
CCOC(=O)c1cccnc1SC(CC)C(=O)NCc1ccco1 (centres undefined)	-1%	2%	-12%	2	3%	-17%
O=C(Nc1ccccc1C(F)(F)F)c1ccc(F)c(S(=O)(=O)N2CCOCC2)c1	0%	-13%	7%	-8	7%	0%
CCS(=O)(=O)N1CCC(NC(=O)C(Cc2ccc(OC)c(OC)c2)NC(C)=O)CC1 (centres undefined)	-5%	-7%	-10%	-4	2%	5%
CC(C)COC(=O)N1CCCC1C(=O)Nc1nccs1 (centres undefined)	2%	1%	-6%	-22	3%	-2%
CCC(=O)OCc1cc2cccc(C)c2[nH]c1=O	5%	4%	0%	-21	-5%	-20%
CC(C)Oc1cccc(C(=O)C2CCCN(C(=O)CCn3cnnn3)C2)c1 (centres undefined)	4%	2%	-6%	8	-2%	-16%

Given with two lines to a compound: part of the list above.
Values run as follows: FBPA Giardia inh	AmpC detergent	AmpC no deterg	HCMV inh	AMA1 RON2 block	Sm TGR inh
- COc1ccc(NC(=O)Cn2c3ccc(OC)cc3c3nc4n(c(=O)c32)CCS4)cc1
  nt	2%	12%	-16	6%	3%
- O=C(Nc1ccccc1C(F)(F)F)c1ccc(F)c(S(=O)(=O)N2CCOCC2)c1
  0%	-13%	7%	-8	7%	0%
